High-throughput results (PubChem BioAssay)
PglD DTNB: inhibitors of Campylobacter jejuni PglD acetyltransferase. inhibition, % at 12.5 µM. purified PglD enzyme, DTNB colorimetric CoA detection. 360,000 tested, 0.098% active; in the data active = inhibition above about 16%, passing the limit was not always enough; also: strong numbers were not always called active
PAX8 reporter: PAX8 transcriptional activity inhibition | inhibition, % at 12.6 µM | 360,000 tested, 1.2% active | RMG-I TPO-luciferase reporter, SteadyGlo, 24 h;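 active = mean replicate inhibition at least 60% with every replicate also reaching 60%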;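 also: luciferase light reporting Pax8 driven TPO promoter activity; plate controls were median of neutral control wells for no effect and mitoxantrone controls for full effect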
GSIS activator: primary screen for activators of insulin secretion dependent on glucose, INS-1E cells, GLuc reporter luminescence. INS-1E GLuc reporter insulin secretion, 2-3 h. 370,000 tested, 0.61% active. activation, % at 16.6 µM;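 active = lowest replicate activation of at least 40%, so every replicate reaches that level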;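 also: 0% = median of neutral control wells and 100% = median of IBMX positive control wells; some compounds called inactive have numbers as strong as hits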
ARNT TACC3 PPI: disruptors of human ARNT/TACC3 interaction; Q9Y6A5; 390,000 tested, 0.66% active; AlphaScreen His-ARNT PAS-B/GST-TACC3 binding, luminescence; TACC3 fragment carries E629A point mutation; inhibition, % at 9.99 µM;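 active = mean inhibition of replicates at least 50% and at least half of replicates each reaching 50%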;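 also: 0% = complete ARNT plus TACC3 wells and 100% = ARNT alone without TACC3; many hits fall short of the cut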
PGC1a acetyl inh: modulators of PGC1a acetylation; U2OS PGC1a acetylation, AlphaScreen anti-acetyl-lysine; with virally co-expressed GCN5 acetyltransferase; inhibition, % at 15.6 µM; 350,000 tested, 0.17% active; AID 651687;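 active = every replicate shows inhibition of at least 40%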;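 also: 0% = neutral control wells and 100% = positive control wells; some results beyond the cut were filed as inactive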
C2C12 statin: protects C2C12 myotubes from simvastatin toxicity; rescue of ATP level, % at 7.49 µM; AID 602340; 330,000 tested, 0.78% active; ATP luminescence, 48 h; scaled: DMSO 0, geranylgeraniol control 100;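 active = mean ATP rescue above about 67%, or every replicate alone reaching that limit, limit read from the data, passing the limit was not always enough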;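 also: myotubes were challenged with 10 µM simvastatin during compound exposure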
Cneo AK release: Cryptococcus neoformans lysis via adenylate kinase release; C. neoformans lysis, adenylate kinase release luminescence, 4 h; normalised: neutral wells 0, clomiphene wells 100; lysis activity, % at 15 µM; 360,000 tested, 0.2% active;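 active = mean lysis activity across replicates of at least 80%, whatever share of replicates individually reach that level; inactive = mean lysis activity below 80%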
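Test system: log-phase Cryptococcus neoformans yeast cells. Input: 5 × 10^6 yeast cells/mL. Medium: fresh YPD growth medium. Doses: single dose. Incubation: static 4 h at 37 °C with compound, 1 h detection. Measured by: luminescent adenylate kinase detection reagent. Read-out: signal increase indicating cell lysis. Benchmarks: Clomiphene.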
LGR2 antag: inhibitors of bursicon-induced Drosophila LGR2 receptor cAMP signaling; HEK293 LGR2, CRE-luciferase, bursicon-stimulated, 4 h; inhibition, % at 9.99 µM; 380,000 tested, 0.35% active;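 active = drop in luminescence signal, shown as inhibition above about 50% in the replicate tests, limit read from the data, passing the limit was not always enough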;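 also: agonist challenge used bursicon conditioned medium at about half maximal strength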
An asterisk follows results filed as active; . = not tested or not shown.

SMILES | PglD DTNB | PAX8 reporter | GSIS activator | ARNT TACC3 PPI | PGC1a acetyl inh | C2C12 statin | Cneo AK release | LGR2 antag
COCCn1c(SCC(=O)N2CCCC2)nnc1-c1ccco1 | 1 | 4 | 28 | -7 | . | 2 | 3 | -7
COc1ccc(Nc2ncnc3sccc23)cc1 | -1 | -165 | 20 | . | 6 | -5 | 2 | -61
C[C@H](CO)N1C[C@H](C)[C@H](CN(C)S(=O)(=O)c2ccc(Cl)cc2)OCCCC[C@H](C)Oc2ccc(NC(=O)Nc3ccc4c(c3)OCO4)cc2C1=O | -1 | 40 | 18 | -8 | -11 | . | -11 | -1
COC(=O)[C@@]1(C)[C@H]2C(=O)N(Cc3ccccc3)C(=O)[C@H]2[C@H]2CN=C(SCc3ccccc3)N21 | 2 | 16 | -7 | 2 | -1 | -8 | 0 | 16
Cc1cc(=O)[nH]c(NN=C2CCCCC2C)n1 (configuration not stated) | -7 | 6 | 3 | . | -15 | -9 | 1 | 2
O=C(COc1ccccc1)NCC(=O)N/N=C/c1ccc(Cl)cc1 | 5 | -5 | -32 | -4 | . | -5 | 5 | -13
CO[C@@H]1CN(C)C(=O)c2ccc(NS(=O)(=O)CC(F)(F)F)cc2OC[C@@H](C)N(C(=O)c2ccc3c(c2)OCO3)C[C@H]1C | -1 | -66 | 0 | 2 | . | 11 | -4 | 8
COc1ccc(C(=O)CC(=O)C(=O)Nc2ccc(C)c(C)c2)cc1 | 5 | -1 | -14 | 16 | 3 | -10 | 0 | -34
Cc1cc(NC(=O)CN(C)S(=O)(=O)c2cnc[nH]2)ccc1Br | -1 | 0 | -5 | 5 | 2 | 15 | 1 | 9
C[C@@H]1CN([C@@H](C)CO)C(=O)c2cccc(NS(=O)(=O)c3ccc(F)cc3)c2O[C@H]1CN(C)Cc1ccc(C(F)(F)F)cc1 | 1 | -8 | -13 | -6 | -9 | 40 | 1 | -4
C[C@H]1CN([C@@H](C)CO)C(=O)Cc2cc(NS(=O)(=O)c3cn(C)cn3)ccc2O[C@H]1CN(C)C(=O)Nc1ccc2c(c1)OCO2 | 3 | -24 | -3 | 20 | -2 | -17 | 2 | 11
COc1cccc(-n2c(=S)sc3c(=O)n(-c4ccccc4OC)c(SCC4OCCO4)nc32)c1 | . | -148 | 6 | -5 | 6 | . | . | 9
O=C(CSc1nc2sc3c(c2c(=O)n1-c1ccccc1)CCCC3)N/N=C/c1ccc(C(=O)O)cc1 | 14 | . | . | -9 | 0 | -6 | 0 | .
COC(=O)c1ccc(-n2c(C)cc(C(=O)COC(=O)CNS(=O)(=O)c3ccc(C)cc3)c2C)cc1 | . | 11 | -25 | -2 | . | . | . | -3
C/C(=N\NC(=O)CSCc1ccccc1Cl)c1cccc(NC(=O)c2ccccc2)c1 | . | -16 | . | -4 | -4 | -10 | . | .
O=C(Nc1nccs1)c1ccccc1N=Cc1ccccc1 | -4 | . | . | -10 | 2 | 6 | -6 | .
Cc1ccc(C(=O)Nc2ccccc2C(=O)O)cc1S(=O)(=O)NC1CCCCC1 | 3 | -11 | -13 | -24 | . | -8 | -1 | 20
CCN(Cc1ccccc1)C(=O)CCc1nc(-c2ccc(C)cc2)no1 | 3 | . | . | -15 | 8 | . | 3 | .
CNC(=O)c1c(NC(=O)C2=COCCO2)sc(C)c1C | -2 | -8 | -7 | 2 | . | 5 | 0 | -6
COc1ccc(/C=C/C(=O)C2C(=O)C=C(C)OC2=O)cc1O (configuration not stated) | -8 | -33 | 1 | . | 4 | 5 | 2 | -33
C[C@@H]1CN([C@H](C)CO)S(=O)(=O)c2ccc(-c3cccc(C#N)c3)cc2O[C@H]1CN(C)Cc1cccc(F)c1 | -3 | 51 | -1 | -10 | -36 | -119 | -1 | 19
CCC(CC)C(=O)Nc1c2c(nn1-c1ccc(OC)cc1)CS(=O)C2 (configuration not stated) | 5 | -11 | . | -3 | -7 | 9 | -1 | .
C[C@H](CO)N1C[C@H](C)[C@@H](CN(C)C)Oc2c(NC(=O)Cc3ccccc3)cccc2C1=O | 0 | -3 | -1 | 5 | . | -9 | 4 | -17
O=C(COC(=O)c1n[nH]c2ccccc12)NCCc1ccc(Cl)cc1 | 2 | 1 | -24 | -5 | -9 | -9 | 0 | -18
Cn1c(=O)[nH]c(=O)c2c1nc(SCc1ccccc1Cl)n2CC(N)=O | 11 | -18 | 1 | 4 | -10 | 6 | 1 | -4
O=C(NC1CCN(Cc2ccccc2)CC1)c1ccc(CS(=O)c2ccccc2Cl)o1 (configuration not stated) | 7 | -3 | . | . | 9 | 32 | 0 | -8
COc1ccc(-c2cc([N+](=O)[O-])ccc2OCC(=O)N(C)CC(=O)Nc2ccc(C)cc2)cc1 | 4 | 47 | -25 | -10 | -5 | 7 | 5 | 14
c1ccc(OCCNc2ccn3nc(-c4cccs4)cc3n2)cc1 | 5 | -114 | -8 | . | . | 8 | -3 | -52
CCCCN1C(=O)CC(SC2CC(=O)N(CCCC)C2=O)C1=O (configuration not stated) | 2 | 9 | . | -1 | -8 | -4 | 3 | .
CC(C)=C(NC(=O)c1ccccc1Cl)C(=O)NCCc1nc2ccccc2[nH]1 | 2 | 2 | 7 | . | -2 | 12 | 0 | 0

Single records, as listed above. Screens in order: PglD DTNB | PAX8 reporter | GSIS activator | ARNT TACC3 PPI | PGC1a acetyl inh | C2C12 statin | Cneo AK release | LGR2 antag
Record of CCCCN1C(=O)CC(SC2CC(=O)N(CCCC)C2=O)C1=O (configuration not stated) → 2 | 9 | . | -1 | -8 | -4 | 3 | .
Record of CCC(CC)C(=O)Nc1c2c(nn1-c1ccc(OC)cc1)CS(=O)C2 (configuration not stated) → 5 | -11 | . | -3 | -7 | 9 | -1 | .
Record of COc1ccc(/C=C/C(=O)C2C(=O)C=C(C)OC2=O)cc1O (configuration not stated) → -8 | -33 | 1 | . | 4 | 5 | 2 | -33

Later entries.
SMILES | PglD DTNB | PAX8 reporter | GSIS activator | ARNT TACC3 PPI | PGC1a acetyl inh | C2C12 statin | Cneo AK release | LGR2 antag
COc1cccc(NC(=O)CSC2=NN3CCCC(=O)N=C3S2)c1 | -1 | -2 | 4 | . | -11 | 5 | 1 | 2
CCOC(=O)C1=C(C)NC2=C(C(=O)C(C(=O)OCC)C(c3ccccc3OC)C2)C1c1ccccn1 (configuration not stated) | -6 | . | -15 | -15 | -10 | 44 | -3 | 4
COc1ccc(CCNC(=O)/C=C/c2ccco2)cc1 | 0 | -20 | -11 | 0 | 7 | 5 | 4 | 22
COC(=O)C[C@@H]1CC[C@@H]2[C@@H](COc3ccc(NC(=O)c4cccc(OC)c4)cc3C(=O)N2C)O1 | -1 | 4 | 4 | 1 | 4 | 2 | -12 | -1
NC(=O)c1nsc(C(=O)N(c2ccccc2F)C(C(=O)NCc2ccccc2)c2ccc(O)cc2)c1N (configuration not stated) | 0 | 44 | -1 | -21 | . | -9 | -1 | 24
C[C@@H]1CN([C@@H](C)CO)C(=O)c2cccc(NC(=O)Nc3ccc4c(c3)OCO4)c2O[C@H]1CN(C)C(=O)Nc1ccc2c(c1)OCO2 | 1 | -7 | 2 | 13 | 7 | -4 | -2 | -6
O=C(NCCCN1CCCC1)Nc1cccc2ccccc12 | 9 | . | . | 0 | 3 | 17 | -2 | .
COC(=O)c1cc2oc(C)cc2n1CC(=O)Nc1ccc(C)c(C)c1 | 0 | . | . | 0 | 11 | -8 | -3 | .
COc1ccccc1NS(=O)(=O)c1ccc(C)c(C(=O)NC2CCN(Cc3ccccc3)CC2)c1 | 3 | 13 | -21 | 3 | 9 | -2 | 4 | -1
COc1ccc(S(=O)(=O)N(C)C[C@H]2Oc3c(NC(=O)c4ccc(-c5nccs5)cc4)cccc3C(=O)N([C@H](C)CO)C[C@@H]2C)cc1 | 1 | . | -4 | 0 | 6 | . | -4 | -13
O=C(CSc1nnc(-c2cccc(Br)c2)o1)N1CCOCC1 | 0 | -16 | 14 | -8 | 2 | . | 1 | -15
CN(C)C(=O)c1cccc(-c2ccc(C3[C@@H]4CN(Cc5ccc6c(c5)OCO6)C[C@H]3N4)cc2)c1 (some centres not stated) | . | 0 | 7 | . | -32 | . | . | 4
Cc1cc2oc(C(=O)Nc3ccc(S(N)(=O)=O)cc3)c(C)c2cc1Cl | . | 2 | 16 | -8 | 7 | . | . | 20
CN(C(=O)c1ccccc1C(=O)OCC(=O)c1ccc(F)c(F)c1)C1CCCCC1 | -2 | 9 | -2 | -3 | . | 0 | -1 | 6
CCc1c(C(=O)Nc2ccc(C)c(C)c2)[nH]c(C)c1C(C)=O | 2 | -93 | 114* | -1 | 1 | 0 | -4 | -31
OC(COCc1ccccc1)Cn1cnc2ccccc21 (configuration not stated) | -1 | . | 46 | 9 | 0 | 9 | 0 | -9
COc1ccc(OC)c(C(=O)c2nc3c(n2O)CCCCC3)c1 | 1 | . | . | -2 | . | -2 | 3 | .
O=C(CCNS(=O)(=O)c1ccc(Br)cc1)NCc1ccc(F)cc1 | -7 | -15 | -1 | 10 | 3 | 6 | 18 | 4
CC(=O)Nc1ccccc1OCCOc1ccc(Br)cc1 | . | -28 | 4 | 12 | 8 | . | . | 35
C[C@H](CO)N1C[C@H](C)[C@H](CN(C)Cc2ccc(Oc3ccccc3)cc2)Oc2c(NC(=O)c3cnccn3)cccc2C1=O | 3 | 0 | -15 | 6 | 22 | 6 | -4 | 3
N#C[C@@H]1[C@H](c2ccc(C#CC3(O)CCCC3)cc2)[C@H](CO)N1C(=O)C1CCC1 | 9 | 17 | 12 | 0 | -3 | -24 | -3 | 11
CN1/C(=C\C(=O)CSc2ncn[nH]2)C(C)(C)c2ccccc21 | -4 | 10 | -25 | -5 | . | . | 1 | 1
CN(C)C(=O)C[C@H]1C=C[C@H](NC(=O)NC2CCCCC2)[C@@H](CO)O1 | 5 | 5 | 17 | -8 | 9 | -1 | 0 | -2
CCCC#Cc1ccc([C@@H]2[C@H](CO)N3CCCCN(Cc4ccncc4)C[C@@H]23)cc1 | -1 | -4 | -10 | 0 | -4 | -15 | -3 | 6
Cn1cc(CNCc2cn[nH]c2-c2ccc(F)cc2)c(-c2ccc3c(c2)OCCO3)n1 | . | 2 | -4 | -5 | . | . | . | -3
COc1ccc(N2CCN(CCN3C(=O)c4ccccc4C3=O)CC2)cc1 | -3 | -14 | -4 | -7 | . | 3 | 0 | 8
Cc1ccc(N2C(=O)N(CC(=O)Nc3ccccc3C)C(=O)C2C)cc1 (configuration not stated) | 3 | -21 | 18 | 0 | 3 | 11 | 1 | -19
Oc1ccc(-c2nccc(-c3ccc(Cl)cc3Cl)n2)cc1 | . | -10 | 0 | -2 | 0 | . | . | -13
Cc1cc(C)c(NC(=O)CN2C(=O)NC(Cc3ccccc3)C2=O)c(C)c1 (configuration not stated) | -3 | -22 | 1 | -6 | 4 | . | 0 | 3
CCOC(=O)CC(NC(=O)CCc1c(C)nc2ncnn2c1C)c1ccc(OC(C)C)cc1 (configuration not stated) | . | -1 | 8 | -1 | . | . | . | 22
c1coc(CNc2ncnc3sc4c(c23)CCCCC4)c1 | -2 | . | . | -5 | . | -11 | 0 | .
Cc1ccccc1-c1ccc([C@H]2[C@@H](CO)N3C(=O)CN(C(=O)c4ccncc4)C[C@@H]23)cc1 | . | -13 | -4 | . | -5 | . | . | -2
Cc1cccc(NC(=O)C2CCCN(C(=O)NCc3ccccc3)C2)c1C (configuration not stated) | -2 | 0 | 8 | -3 | 14 | 8 | 1 | -11
CC(C)OC(=O)CSc1nc2ccccc2s1 | -2 | . | . | -20 | 6 | 24 | -1 | .
O=CN1CCN(C(C(=O)NC2CCCCC2)c2ccc(Cl)cc2)CC1 (configuration not stated) | 2 | 11 | -3 | -4 | -1 | 0 | -1 | 2
